Bioassay records from PubChem BioAssay.
Cy5 interf NS3h = Cy5 fluorescence quenchers or enhancers, artefact control for HCV NS3 helicase inhibitor project, biochemical, ChemBridge library, Cy5 readout; fluorescence interference ratio at 100 µM; Cy5-dT15 DNA with NS3h, fluorescence interference; actives lie on both sides; signal over control mean, under 1 quenches; actives 6% (n = 16,000);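 active = compound fluorescence over control fluorescence at most 0.8, a quencher, or at least a set upper limit, an enhancer; inactive = ratio between 0.8 and the set upper limit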
HCV NS3h FP = HCV NS3 helicase inhibitors, primary screen, biochemical, fluorescence polarization, ChemBridge library. Hepatitis C virus NS3 helicase. NS3h Cy5-dT15 DNA binding. inhibition, % at 100 µM. actives 1.6% (n = 16,000). AID 687043, 2013;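 active = inhibition above the average over every tested compound plus 3 SD, cut at about 40% in these data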
* = called active by the depositor.

SMILES	Cy5 interf NS3h	HCV NS3h FP
CC(C)C(NC(=O)OCc1ccccc1)C(=O)NCC(=O)OC(C)(C)C (centres undefined)	1.04	-0.9
Cn1cc(/C=C/C(=O)c2ccc(Cl)cc2)c2ccccc21	0.988	17.3
O=C(Nc1cccc(I)c1)c1cc2ccccc2oc1=O	0.963	7.9
COc1ccc(C2Nc3ccccc3C(=O)N2Cc2ccccc2)cc1Cn1cc([N+](=O)[O-])cn1 (centres undefined)	0.938	8.9
O=[N+]([O-])c1cccc(C2Nc3ccc(Cl)cc3C3C=CCC32)c1 (centres undefined)	0.979	-0.3
CCN(CC)c1ccc(C=C2C(=O)N(C)C(=O)N(C)C2=O)c(O)c1	2.02*	120.1*
O=C(c1cnn2c(-c3ccccc3)cc(-c3ccccc3)nc12)N1CCOCC1	0.993	9.4
CC1CC(Nc2ccccc2)c2ccccc2N1C(=O)c1ccc(Cl)cc1Cl (centres undefined)	0.621*	12.4
O=C(Cc1cccc2ccccc12)NCc1ccco1	0.963	6.7
O=C(Nc1cccc2nsnc12)C(c1ccccc1)c1ccccc1	0.994	3.4
O=C(NCCOc1ccc(F)cc1)c1cccc2ccccc12	0.883	1.7
CCOc1ccc(N2C(=O)/C(=C/c3ccc(OC)c(OC)c3C(=O)O)SC2=S)cc1	0.899	-2.9
Cc1ccc(NC(=O)c2cccs2)cc1C	1.07	6.3
O=C(c1ccc2c(c1)C(=O)N(c1ccncc1)C2=O)c1ccc2c(c1)C(=O)N(c1ccncc1)C2=O	0.967	3.3
CC(C)CC(=O)NC(NC(=S)Nc1sc2c(c1C#N)CCCC2)C(Cl)(Cl)Cl (centres undefined)	1.17	5.3
Cc1ccc(CC2CC(=O)N(c3cccc(C(F)(F)F)c3)C2=O)cc1 (centres undefined)	0.947	-7.2
CCCCN(C(=S)SC)C1CCS(=O)(=O)C1 (centres undefined)	1.02	1.3
Cc1ccc(N2C(=O)CC(SCc3ccccc3)C2=O)cc1 (centres undefined)	1.04	6.0
Cc1ccc(C2CC(C(F)(F)F)n3nc(C(=O)Nc4ccc(F)cc4F)cc3N2)cc1 (centres undefined)	0.569*	2.2
O=C(NCc1ccccc1)C(NC(=O)c1ccccc1)=C1CCCCC1	0.977	1.5
COc1ccc(OC(C)C(=O)Nc2ccc(C)c(Cl)c2)cc1 (centres undefined)	1	11.8
O=C1c2ccccc2C(=O)N1CCCCN(C(=O)c1cccc([N+](=O)[O-])c1)c1ccc(F)cc1F	0.95	11.1
COc1cc(/C=N\Nc2ccnc3cc(Cl)ccc23)ccc1O	0.339*	-29.2
N/C(=N/OC(=O)c1ccc(I)cc1)c1cccnc1	1.08	10.4
CCOc1ccc2nc(NC(=O)c3cc(C)cc(C)c3)sc2c1	0.936	-5.2
Carrying on:
SMILES	Cy5 interf NS3h	HCV NS3h FP
C=CCN1C(=O)/C(=C\c2ccccc2OCc2cccc3ccccc23)SC1=S	1.14	3.4
CC1=C(C)C(C)=C(C#N)C(=C(C#N)C#N)N1	0.975	34.6
COc1ccc(N(CC(=O)Nc2ccccc2Cl)S(=O)(=O)c2ccccc2)cc1Cl	0.985	6.8
CCn1nnnc1-c1ccc(OC)c(S(=O)(=O)NCc2ccccc2)c1	0.981	8.8
Cc1ccc(S(=O)(=O)N(CCc2ccccc2)CC(=O)NCc2cccnc2)cc1	1.06	10.0
COc1ccccc1C1SCCN1C(=O)/C=C\C(=O)O (centres undefined)	1.11	6.0
CCOc1ccccc1NC(=O)CN(c1cc(C)cc(C)c1)S(=O)(=O)c1ccccc1	0.941	7.1
COc1ccc(N2C(=O)NC(=O)/C(=C\c3cccc(OC)c3OC)C2=O)cc1	0.911	23.7
COc1ccc(N2C(=O)C3C4C=CC(C4=C(C)C)C3C2=O)c([N+](=O)[O-])c1 (centres undefined)	0.887	15.2
CCOc1ccc2nc(NC(=O)CCC(=O)O)sc2c1	0.998	1.9
CCN(CC)CCNC(=O)Cn1nc(C)c2ccccc2c1=O	1.06	1.3
COc1cc([N+](=O)[O-])cc2c1N=C(c1ccc(Br)cc1)NO2	0.974	2.2
CSc1ccccc1NC(=O)CSc1nc2ccccc2o1	0.737*	16.1
COc1cc(/C=C2\SC(=S)N(c3ccc(C)cc3C)C2=O)cc(Br)c1O	0.978	7.9
Cc1ccc(C(=O)Nc2cc(Cl)ccc2C)cc1C	1.05	7.1
COc1ccc(Cl)cc1NC(=O)c1cc2cc([N+](=O)[O-])ccc2oc1=O	1.08	0.0
CC[N+]1=C(/C=C/Nc2ccccc2)SCC1	0.979	15.6
COc1cccc(NC(=O)/C(=C\c2cccc(Br)c2)NC(=O)c2ccccc2)c1	1.1	3.7
COC(=O)CN1C(c2cc(OC)c(OC)c(OC)c2)Nc2ccc(C)cc2C1c1ccccc1 (centres undefined)	0.961	11.0
Cc1ccc(NC(=O)/C(=C/c2ccccc2Cl)NC(=O)c2ccc(C)cc2)cc1	1.11	5.3
COC(=O)C1=C(C)NC2=C(C(=O)c3ccccc32)C1c1ccc(-c2ccc([N+](=O)[O-])cc2OC)o1 (centres undefined)	1.1	19.1
O=C(CCNc1ccc(Cc2ccncc2)cc1)c1cccc([N+](=O)[O-])c1	1.14	8.2
COC(=O)c1c(C)oc2ccc(OCc3ccccc3Br)cc12	0.851	17.9
O=C(Nc1ccc(OCc2ccccc2)cc1)C(c1ccccc1)c1ccccc1	0.985	8.2
Cc1ccc(NC(=O)CN(c2cc(Cl)cc(Cl)c2)S(C)(=O)=O)cc1	0.989	7.1
(next part)
SMILES	Cy5 interf NS3h	HCV NS3h FP
Cc1ccc(C)c(OCCOCCOc2ncnc3ccccc23)c1	0.908	10.1
CCC(C)c1ccc(NC(=O)c2ccc(Br)o2)c(O)c1 (centres undefined)	0.96	8.0
Cc1c(OCc2c(F)cccc2Cl)ccc2c3c(c(=O)oc12)CCC3	1.16	4.5
O=C(O)COc1ccc2ccc(=O)oc2c1	1.16	1.8
O=C(CSc1nc2ccccc2s1)NC(c1ccccc1)c1ccccc1	1.03	3.1
Cc1cccc(C(=O)Nc2nc3ccc(S(C)(=O)=O)cc3s2)c1	1.01	16.4
NS(=O)(=O)c1ccc(N=Cc2ccc(Cl)cc2)cc1	1.06	4.8
COc1cccc(C(=O)Nc2ccc(I)cc2C)c1	0.992	4.6
CC(=O)c1ccc(Nc2ccc([N+](=O)[O-])cc2[N+](=O)[O-])cc1	0.932	20.4
O=CNC1CCCc2c1[nH]c1ccc(C(F)(F)F)cc21 (centres undefined)	0.968	1.4
Cc1ccc(NCCC(=O)c2ccc(Cl)cc2)cc1	1.02	5.7
CC1=NN(c2ccccc2)C(=O)/C1=C\C=C\c1cccc([N+](=O)[O-])c1	1.02	-18.7
O=S(=O)(c1ccccc1)N1CCN(Cc2ccccn2)CC1	0.991	10.0
O=C(NCCc1ccccc1)c1ccc(I)cc1	0.997	7.0
COc1ccc(Cl)cc1NC(=O)C1=C(C)NC(=S)NC1c1ccccc1F (centres undefined)	1	2.7
CC(C)P(=O)(c1cccc(C(=O)O)c1)C(C)C	1.02	-1.3
COc1cc(CN2CCN(Cc3ccc(Cl)cc3)CC2)cc(OC)c1	1.03	-2.8
COc1ccc(NC(=O)C(=O)NCCO)cc1Cl	0.931	4.2
O=C(/C(=C/c1ccccc1[N+](=O)[O-])c1nc2ccccc2[nH]1)c1ccccc1	1.03	12.4
CCOc1ccccc1NC(=O)c1ccc(C)c([N+](=O)[O-])c1	0.752*	18.0
O=C(CCCN1C(=O)/C(=C\c2cccs2)SC1=S)Nc1ccccc1O	0.972	8.0
COc1cccc(N2C(=O)C(=O)C(=C(O)c3ccccc3)C2c2ccc(F)cc2)c1 (centres undefined)	0.962	4.6
O=C(c1cc2n(n1)C(C(F)(F)F)CC(c1ccc(F)cc1)N2)N1CCCC1 (centres undefined)	0.747*	7.7
COc1ccc2c(c1)CC/C(=C\c1cccc(F)c1)C2=O	0.978	0.4
COc1cc(/C=C2\C(=O)NC(=O)N(c3cc(C)cc(C)c3)C2=O)cc([N+](=O)[O-])c1O	1.07	60.0*
Next structures.
SMILES	Cy5 interf NS3h	HCV NS3h FP
CN1CCN(C(=O)CCCN2C(=O)/C(=C/c3cccs3)SC2=S)CC1	0.968	5.1
COc1cccc(OCCOc2cccc(/C=C3/SC(=S)NC3=O)c2)c1	0.915	19.9
CCOc1ccc(C(=O)Nc2cc(-c3nc4ccccc4[nH]3)ccc2C)cc1[N+](=O)[O-]	0.977	10.0
Cc1ccc(NC(=O)OCC2c3ccccc3-c3ccccc32)cc1	0.904	12.5
O=C1NC(=O)N(Cc2ccccc2)C(=O)/C1=C/c1cccs1	0.832	24.9
O=C(Nc1cc(-c2ccc(F)cc2)[nH]n1)c1ccc(Br)cc1	1.08	13.4
Cc1ccc(NC(=O)c2c(NC(=O)C(F)(F)F)sc3c2CCCCC3)c(C)c1	0.986	11.7
Cc1ccc(N2C(=O)CC(NCc3cccc(C(F)(F)F)c3)C2=O)cc1 (centres undefined)	1.23*	17.6
CCC1=NN2C(=N)/C(=C/c3ccc(OCc4ccccc4F)c(OC)c3)C(=O)N=C2S1	1.01	33.8
NC(=O)c1cc2n(n1)C(C(F)(F)F)CC(c1ccc(Cl)cc1)N2 (centres undefined)	0.989	4.7
N#Cc1c2c(c(NCCO)n3c1nc1ccccc13)CCC2	1.02	1.4
COc1ccc(C2CC(C(F)(F)F)n3nc(C(=O)O)cc3N2)cc1OC (centres undefined)	0.646*	-0.6
CCOc1ccc(N/C=C\C(=O)c2ccc3c(c2)OCO3)c([N+](=O)[O-])c1	1.03	29.3
Clc1ccccc1-c1nc(-c2cccnc2)no1	1.21*	-16.4
CC(C)N(Cc1ccccc1)C(=O)CCCOc1ccc(Cl)cc1Cl	1.03	8.8
Cc1ccc(-c2ccccc2NC(=O)c2ccccc2)o1	0.999	2.5
O=[N+]([O-])c1ccc(N2CCN(S(=O)(=O)c3ccccc3)CC2)c(Cl)c1	0.854	15.0
COc1ccc(NC(=O)COc2ccc(-c3ccccc3)cc2)c([N+](=O)[O-])c1	0.951	6.9
COC(=O)c1c(C)oc2cc(Br)c(OC(=O)c3cccc([N+](=O)[O-])c3)cc12	0.922	4.2
CCN(CC)c1ccc(N2C(=O)/C(=C\c3ccc(C)o3)SC2=S)cc1	1.04	5.8
COc1ccc(-c2cc(-c3ccccc3)n[nH]2)c(O)c1	1.26*	42.9*
CCOc1ccc(S(=O)(=O)N2CCOCC2)cc1	1.06	1.3
CCOc1ccccc1NC(=O)CN1C(=O)/C(=C\c2cc(OC)c(OC)c(OC)c2)SC1=S	1.17	3.8
CCCC(C)NC(=O)Cc1ccccc1[N+](=O)[O-] (centres undefined)	1.04	10.0
COc1ccccc1/C=N\n1c(-c2ccccc2C)nc2ccccc2c1=O	0.89	18.2
(listing goes on)
SMILES	Cy5 interf NS3h	HCV NS3h FP
O=C(Nc1ccc(Cl)c(Cl)c1)c1cc(Br)ccc1Cl	1.06	3.7
Cc1cc(OCC(=O)Nc2cccnc2)cc(C)c1Cl	0.8*	-9.9
COc1ccccc1-n1cnc2cc(NC(=O)c3ccc(C)cc3)ccc21	0.896	5.8
O=C(Nc1cccc(Cl)c1)c1cc2nc(-c3ccc4c(c3)OCO4)cc(C(F)(F)F)n2n1	0.666*	-9.9
CCc1cccc(C)c1NC(=O)CSc1nc2c(c(=O)n(C)c(=O)n2C)n1C	1.07	3.8
COc1ccc(Cl)cc1NC(=O)CN(CCc1ccccc1)S(=O)(=O)c1ccccc1	1.06	20.8
CN1C(=O)/C(=C\c2ccccc2OCc2cccc3ccccc23)SC1=S	1.1	2.5
Cc1cc(OCC(=O)Nc2cc(Cl)ccc2C)ccc1Cl	1.04	2.2
FC(F)(F)c1nc2ccccc2nc1-c1ccccc1	0.931	3.6
O=C(NCCc1ccccc1)c1cc2nc(-c3ccc([N+](=O)[O-])cc3)cc(C(F)(F)F)n2n1	1.05	5.6
CC(C)CN(CC(C)C)C(=O)/C=C/c1ccc(Cl)cc1	1.03	-9.4
Cc1[nH]c2ccccc2c1C(=O)NS(=O)(=O)c1ccccc1Cl	1.02	3.2
Cc1cccc(Cc2cnc(N)s2)c1	1.08	3.9
Cc1ccc(N2C(=O)CC(NCCCN3CCOCC3)C2=O)cc1 (centres undefined)	1.11	25.1
COc1ccc(/C=C(/C#N)C(=O)Nc2cccc(C(F)(F)F)c2)cc1	1.05	1.3
COc1ccc(Cl)cc1NC(=O)c1ccc([N+](=O)[O-])cc1	0.982	13.6
COC(=O)CCC(=O)Nc1ccc(C(=O)c2ccccc2)cc1	1.04	1.7
O=c1ccc2ccc(OCc3ccccc3Cl)cc2o1	1.05	11.5
CCCc1cc(=O)oc2cc(OCC(=O)N(C)C)ccc12	1.12	7.3
COC(=O)NC(c1ccc(F)cc1)C(Cl)(Cl)Cl (centres undefined)	1.07	12.9
CCCOc1ccc(C(=O)Nc2cccc(OC)c2)cc1	0.86	11.4
